Sm TGR inh: blocks Schistosoma mansoni thioredoxin glutathione reductase | Q962Y6 | purified TGR, DTNB reduction, TNB absorbance 405 nm | Potency, µM (doses to about 114 µM), for the others: top-dose activity change, negative = inhibition, hits mostly inhibitors | 3% of 360,000 active | AID 485364; also: potency is read from the fitted curve at half-maximal effect; nearly all actives have a fitted effect of over 60% in size
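Kinetic colorimetric format: TGR-catalysed, NADPH-driven DTNB reduction monitored via TNB absorbance. Enzyme dispensed at 20 nM; compound exposure 15 min at room temperature before reaction start.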
AmpC inh detg: AmpC beta-lactamase inhibition with detergent present. P00811. AmpC hydrolysis of nitrocefin, absorbance 480 nm, 0.01% Triton. Potency, µM (titrated, usually from 114 µM), inactives show at the highest dose activity change, negative = inhibition, hits mostly inhibitors. 0.041% of 370,000 active. AID 485294;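 also: potency is read from the fitted curve at half-maximal effect; 0% = no-compound wells and -100% = no-enzyme wells; nearly all actives have a fitted effect of over 25% in size; some results filed as inactive show a strong effect at the top dose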
Target sequence (P00811 whole entry, looked up): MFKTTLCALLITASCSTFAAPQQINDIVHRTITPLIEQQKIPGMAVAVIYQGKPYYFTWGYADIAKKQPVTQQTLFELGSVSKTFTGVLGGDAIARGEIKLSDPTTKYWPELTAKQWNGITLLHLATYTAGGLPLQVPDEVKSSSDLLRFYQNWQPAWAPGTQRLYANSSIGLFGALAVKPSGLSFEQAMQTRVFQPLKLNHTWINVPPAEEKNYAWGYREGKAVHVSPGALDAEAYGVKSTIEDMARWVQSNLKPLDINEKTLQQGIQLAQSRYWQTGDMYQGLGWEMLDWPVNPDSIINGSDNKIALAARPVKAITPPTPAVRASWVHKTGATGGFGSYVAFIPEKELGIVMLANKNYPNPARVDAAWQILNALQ
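20 mM phosphate pH 7.0 + 0.01% (detergent screen) or 0.0001% Triton X-100; 5.3 nM AmpC reagent; cpd preinc 15 min RT; nitrocefin (800 uM stock) to start; A480 q20 s × 4 min; Activity was normalised to no-enzyme and no-compound control wells.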
AMA1 RON2 block: disrupts binding of P. falciparum AMA1 to RON2; AlphaScreen AMA1-biotinylated RON2 peptide binding; Potency, µM (highest dose often 58.2 µM), for inactives: top-dose activity change, negative = inhibition, hits mostly inhibitors; 0.2% of 360,000 active;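 also: potency is read from the fitted curve at half-maximal effect; 0% = vehicle wells and -100% = peptide control; nearly all actives have a fitted effect of over 45% in size; some results filed as inactive show a strong effect at the top dose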
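AMA1 (3D7) with his tag at 25 nM final met compounds first, then biotinylated RON2 peptide at 25 nM; detection used donor plus acceptor beads, 10 µg/mL apiece, read by AlphaScreen after 30 min at room temperature.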
AmpC no deterg: inhibitors of E. coli AmpC beta-lactamase without detergent; P00811; AmpC nitrocefin hydrolysis, absorbance 480 nm, 0.0001% Triton; Potency, µM (highest dose often 57.1 µM), for inactives: at the highest dose activity change, negative = inhibition, actives largely listed as inhibitors; 0.52% of 330,000 active; AID 485341;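 also: potency is read from the fitted curve at half-maximal effect; plate controls were no compound for no effect and no enzyme for full effect; nearly all actives have a fitted effect of over 20% in size; some results filed as inactive show a strong effect at the top dose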
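AmpC (5.3 nM in the dispensed reagent) in 20 mM phosphate pH 7.0 with 0.01% (detergent screen) or 0.0001% Triton X-100 was preincubated with compounds for 15 min at room temperature. Nitrocefin was then added from an 800 uM solution, and hydrolysis was followed at 480 nm.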
FBPA Giardia inh: Giardia lamblia aldolase inhibition; 0.71% of 290,000 active; A8B2U2; Potency, µM (titrated, usually from 59.6 µM), for inactives: at the top dose activity, negative = inhibition, actives largely listed as inhibitors; AID 2451; purified Giardia FBPA; also: potency is read from the fitted curve at half-maximal effect; nearly all actives have a fitted effect of over 55% in size
Target sequence (A8B2U2 whole entry, looked up): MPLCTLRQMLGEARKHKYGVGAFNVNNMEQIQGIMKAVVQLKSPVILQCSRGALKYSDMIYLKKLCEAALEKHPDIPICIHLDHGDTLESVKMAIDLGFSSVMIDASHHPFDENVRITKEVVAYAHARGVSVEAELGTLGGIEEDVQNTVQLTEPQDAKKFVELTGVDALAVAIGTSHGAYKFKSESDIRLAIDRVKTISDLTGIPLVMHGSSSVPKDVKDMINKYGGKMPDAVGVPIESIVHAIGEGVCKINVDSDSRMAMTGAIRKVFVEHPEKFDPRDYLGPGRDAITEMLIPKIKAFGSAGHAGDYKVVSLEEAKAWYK
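40 nM FBPA preincubated 10 min at RT with compound (up to 57.5 uM final), then substrate plus GAPDH/TPI/NAD/arsenate coupling and diaphorase/resazurin added. Fluorescence read after 20 min at RT, 525/598 nm.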
HCMV antiviral: human cytomegalovirus inhibition; activity change, negative = inhibition, % at 57.5 µM; AID 1259415; HFF cells, HCMV-luciferase reporter, 72 h; stronger effect = lower value; 4.5% of 410,000 active; in the data active = activity change below about -60%; inconclusive = no clear call, values can overlap the other calls; inactive = above about -39%
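HFF cells seeded 16 h at 37C, treated with compounds, infected with luciferase-reporter HCMV at MOI 1 PFU/cell; luciferase read at 72 h post infection, normalized to buffer-only and Salinomycin controls.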
The depositor's hits bear a star; u = inconclusive; x = no result given; & = joins results of further samples; [ ] = another dose, or the depositor's remark. Unless noted, calls follow the shape of the dose curve; as a rule, active = well fitted curve in the direction sought with a large enough effect; inconclusive = small, poorly fitted or top-dose-only effect, or another doubt; inactive = no such curve, though single readings can be large; an effect the other way counts as inactive or inconclusive. Unless noted, % is scaled to controls: 0 for no effect and ±100 for the full control effect.

Structure | Sm TGR inh | AmpC inh detg | AMA1 RON2 block | AmpC no deterg | FBPA Giardia inh | HCMV antiviral
NC(=O)c1ccccc1NC(=O)CCCCCn1nnc2ccccc2c1=O | 8% | 10% | 3% | -14% | -2% | -35
Cc1c(Cl)cccc1NC(=O)N1CCC(CN2CCOCC2)CC1 | -1% | 16% | x | x | x | 9
CCOC(=O)CCc1c(C)nc2c(c(C)nn2-c2ccc(C)cc2)c1C | 3%&-11% | -6%&-1% | 12% | -14% | 7% | -9&22
Cc1ccc(S(=O)(=O)N2CCOCC2)cc1C(=O)OCC(=O)N1CCCCC1 | x | x | 29%[11.6 µM] | 6% | x | -3
CCNC(=O)NC(=O)CSc1ccc2ccccc2c1 | 5% | 0% | 9% | -28% | -4% | u
COc1ccc(C(=O)Nc2ccc(C(=O)OCC(=O)c3cccc4ccccc34)cc2)cc1 | -6% | 0% | 16% | 5% | 18% | -18
CCOC(=O)c1c(OCCO)nn(-c2ccc(Cl)cc2)c1N | -12% | -1% | 0% | -13% | -8% | -4
O=C(NC(=S)NCCc1ccc(Cl)cc1)c1ccco1 | u | -3% | -6% | -8% | 3% | u
Cc1sc2nc(SCC(=O)N3CCOCC3)[nH]c(=O)c2c1C | 7% | -2% | 1% | -4% | -18% | u
O=C(CN1C(=O)c2ccccc2S1(=O)=O)c1ccc(OC(F)F)cc1 | -22% | -2% | 0% | -23% | -4% | x
O=C(NCCc1ccccc1)c1cc(-c2ccc(Cl)c(Cl)c2)on1 | 4% | 17% | x | x | x | 9
O=C(CSc1nc2ccccc2s1)c1ccc(O)cc1O | 1% | -3% | 55%[activator] | 7.1µM* | -1% | 136
Cc1c(Cl)cccc1Nc1nn2c(=O)c3ccc(C(=O)NCCc4ccccc4)cc3nc2s1 | -10% | 2% | x | x | x | 1
Cc1ccc(Oc2ccc(NC(=O)Cn3ccsc3=N)cc2)cc1 | 3% | -10% | -7% | -16% | 4% | 1
CCN(CC(=O)N1CCN(c2ccccc2)CC1)S(=O)(=O)c1ccc(C)cc1 | -1% | -4% | 2%[2.32 µM] | 19% | 4% | u
Cc1nc(N=C(N)N)nc2ccccc12 | -3% | 2% | -7% | -21% | 1% | -81*
COc1cccc(CNC(=S)Nc2cc(C)cc(C)c2)c1 | x | -1% | -6% | -33% | -6% | -36
CCc1ccc(CNCCSc2nnnn2C)cc1 | 0% | u | -4% | -11% | -5% | 25
O=C(Nc1ccccc1-c1nnn(CC(=O)N2CCOCC2)n1)c1ccccc1F | x | 6% | 8% | 4% | -2% | 12
CCOC(=O)c1cccc(NC(=O)c2cc3c(=O)n(C)c4ccccc4c3n2C)c1 | 3% | -8% | x | x | x | -8
COc1ccc(/C=C(/NC(=O)c2ccco2)C(=O)Nc2ccc(C(=O)O)cc2)cc1 | -6% | 3% | 20% | -14% | 9% | -15
C=C(C)c1cccc(C(C)(C)NC(=O)Nc2cc(C)ccn2)c1 | -1% | 0% | 3% | -22% | 3% | u
CC(NC(=O)CSCc1ccc(Br)cc1)c1ccccc1 (centres undefined) | 20% | 1% | 20% | -1% | 3% | 10
CSc1ccc(S(=O)(=O)N2CCC(C(=O)NCc3cccnc3)CC2)cc1 | -12% | -6% | 0% | -7% | 1% | -21
CC1=Nc2cc(C(=O)NC3CCCCC3)ccc2Sc2ccc(Cl)cc21 | -6% | 1% | x | x | x | -87*
O=C(NCCC1=CCCCC1)C1CCC(=O)N(Cc2ccc(Cl)cc2)C1 (centres undefined) | -3% | -4% | 7% | 122%[activator] | x | 15
CCOc1ccc(CN2C(=O)c3ccccc3Sc3ccc(C(=O)NC)cc32)cc1 | 3% | -5% | x | x | x | 18
O=C(COC(=O)c1cc2ccccc2oc1=O)Nc1ccc(F)cc1F | 4% | 2% | -11% | -36% | 5% | 0
NC(=O)c1ccc(SCC(=O)OCC(=O)N2CCCCC2)c([N+](=O)[O-])c1 | -3% | u | 4% | -8% | x | -28
O=C(CSc1nccn1C1CCCC1)Nc1ccccc1 | 10% | 8% | x | x | x | -24
CCC(=O)OC1(C)C(=O)C=C2C=C(C3CC3)OC=C2C1=O (centres undefined) | x | x | -23% | x | -7% | -11
N#C/C(=C\c1ccc(O)c(O)c1)S(=O)(=O)c1ccccc1 | 45µM* | 2% | 21% | -30% | u | -2
CC(C)CN(C(=O)COC(=O)CN1C(=O)c2ccccc2C1=O)c1c(N)n(Cc2ccccc2)c(=O)[nH]c1=O | -1% | u | -3% | 36% | x | -15
COc1ccc(Nc2nc(Nc3ccc(OC)cc3)nc(SC3=NCCS3)n2)cc1 | 0% | -9% | -2% | -41% | -7% | -19
O=C(c1ccccc1Cl)N1N=C(c2ccc(Br)cc2)CC1c1nc2ccccc2[nH]1 (centres undefined) | -9% | -13% | 3% | -38% | 0% | -10
CN(CCc1cnn(C)c1)Cc1cn(C)nc1-c1ccccc1F | x | 2% | 10% | -18% | 3% | 6
CCn1c2ccccc2c2nnc(SCC(=O)Nc3ccccc3OC)nc21 | 1% | -4% | x | x | x | 16
Cc1cccc(N(CC(=O)N2CCCCCC2)S(C)(=O)=O)c1 | 44%[activator] | -7% | 12% | -4% | 4% | 13
Cn1c(CCNC(=O)c2ccccc2)nc2cc(NC(=O)C3CCCCC3)ccc21 | -2% | 3% | -19% | -26% | 5% | 10
O=S(=O)(NNc1cccc(Cl)n1)c1ccc(Cl)cc1 | 3% | 4% | u | -36% | u | -38
COc1ccccc1NCC(=O)N/N=C/c1c(O)ccc2ccccc12 | -34% | -3% | 82%[activator] | -45% | -18% | -95*
COC(=O)[C@]1(Cc2ccccc2)N[C@H](CN(C)C(=O)Nc2ccccc2)[C@@H]2C(=O)N(Cc3ccccc3)C(=O)[C@@H]21 | x | x | 1% | -6% | x | 3
CCOC(=O)C1=C(CN2CCN(C(=O)c3ccco3)CC2)NC(=O)NC1c1ccc(OC)cc1 (centres undefined) | -25% | -5% | -1% | 68%[activator] | -7% | 6
COc1ccc(COc2cc(-c3cccc(OC)c3)nc3ccc(NC(=O)c4cccnc4)cc23)cc1 | -1% | 0% | -2% | 121%[activator] | -9%&-4% | 82
COC(=O)CSc1nnc(NC(=O)c2ccc3c(c2)OCO3)s1 | 1% | -14% | 4% | -5% | 3% | 88
CCc1nc(C)cn1S(=O)(=O)c1ccc([N+](=O)[O-])cc1 | u | 1% | -12% | -11% | -7% | -15
O=c1oc2c3c(ccc2c2ccccc12)OCN(Cc1cccc(Cl)c1)C3 | 7% | 25% | x | x | x | -7
O=C(COC(=O)c1cccc(NS(=O)(=O)/C=C/c2ccccc2)c1)Nc1ccccc1OC(F)F | -6% | -12% | -13% | -31% | -4% | -34
NS(=O)(=O)c1ccc(CCNC(=O)CSc2nc3ccsc3c(=O)n2CC(=O)O)cc1 | -1% | -10% | -6% | -10% | u | -29
Cc1ccc(S(=O)(=O)NC(C)C(=O)Nc2cccc([N+](=O)[O-])c2)cc1 (centres undefined) | 9% | u | -2% | -35% | 0% | 5

Continuation.
Structure | Sm TGR inh | AmpC inh detg | AMA1 RON2 block | AmpC no deterg | FBPA Giardia inh | HCMV antiviral
O=C(O)c1c(Cl)c(Cl)c(Cl)c(Cl)c1C(=O)N1CCCC1 | -10% | -2% | 1% | -21% | 19% | -8
N#Cc1nc(-c2ccc(COc3ccc(Cl)cc3)o2)oc1N1CCN(c2ccccc2)CC1 | -1% | 3% | x | x | x | -5
CN(C(=O)CSc1nnc(COc2ccccc2F)n1N)C1CCS(=O)(=O)C1 (centres undefined) | 3% | -13% | 11% | -13% | x | -16
N=c1ccn2c(n1)OC1C(O)C(CO)OC12 (centres undefined) | -20% | -8% | -4% | -3% | -6%&1%&-1% | -100*
CCOc1cc(S(=O)(=O)NCc2ccncc2)ccc1Cl | 1% | u | 0% | -2%[2.29 µM] | 7% | -84*
O=C(/C=C/c1ccc(S(=O)(=O)N2CCOCC2)cc1)Nc1cc(F)ccc1F | x | x | 7% | 0% | x | 42
CCc1nnc(NC(=O)CCc2nc(C3=CCN(C)CC3)no2)s1 | -1% | u | u | -10% | -9% | 5
CN1CCN(CCCC(=O)c2ccc(C3CCCC3)cc2)CC1 | -4% | -9% | 6% | 32% | -15% | -9
CC(C)(C)C(=O)Nc1cc2nn(-c3ccccc3)nc2cc1Cl | -7% | -1% | 37% | -14% | -1% | -88*
CCn1c(SCC(=O)N2CCCC2=O)nnc1-c1cccs1 | -11% | 7% | -4% | -1% | x | -9
O=C(NC(=S)Nc1cccnc1)c1cc2ccccc2o1 | -25% | -11% | 0%[2.32 µM] | -9% | -10% | -22
COc1ccccc1NC(=O)CSc1ccc2nnc(-c3ccccn3)n2n1 | 3% | u | -6% | 31% | 0% | 10
Cc1ccccc1CC1(CO)CCCN(C(=O)CCN2CCCO2)C1 (centres undefined) | -17% | -12% | -7% | 41% | 0% | 28
CC(C)(C)c1cc(=O)n2c(C#N)c(C#N)nc2[nH]1 | -4% | u | 0% | -9% | 11% | 18
CC(C)c1nc2sc3c(=O)[nH]c(=S)[nH]c3c2c2c1CCC2 | -9% | -12% | x | -59% | u | x
CC(CCc1ccccc1)NC(=O)COC(=O)C1CCC(C(C)(C)C)CC1 (centres undefined) | -4% | -6% | 27% | 38% | 2% | -11
Cc1ccc(C(=O)Nc2cc(=O)n(C)c(=O)n2C)o1 | -15% | -1% | -3% | -17% | 5% | -10
Cc1ccc(NC(=O)N2CCCCC2)cc1[N+](=O)[O-] | -1% | 1% | 3% | -24% | -2% | 122
COc1ccc(-c2cc(C(=O)N3CCc4ccccc4C3)no2)cc1 | 12% | 4% | 4% | -14% | -1% | -32
Cc1cc(C)n2nc(CC(=O)NNC(=O)c3ccccc3Cl)nc2n1 | 2% | -1% | 114%[activator] | 1% | 14% | -27
CN(C)C(=O)Oc1ccc(Br)cc1C(=O)Nc1ccc(F)c(Cl)c1 | 7% | u | -8% | -39% | -5% | -23
Cc1c(/C(O)=C2\C(=O)C(=O)N(CCN(C)C)C2c2ccccc2)cnn1-c1ccccc1 (centres undefined) | 13µM* | -13% | -12% | -3% | -1% | -29

Reformatted with values under each structure: part of the list above.
Every second line gives: Sm TGR inh	AmpC inh detg	AMA1 RON2 block	AmpC no deterg	FBPA Giardia inh	HCMV antiviral
CN1CCN(CCCC(=O)c2ccc(C3CCCC3)cc2)CC1
→ -4%	-9%	6%	32%	-15%	-9
CC(C)(C)C(=O)Nc1cc2nn(-c3ccccc3)nc2cc1Cl
→ -7%	-1%	37%	-14%	-1%	-88*
CCn1c(SCC(=O)N2CCCC2=O)nnc1-c1cccs1
→ -11%	7%	-4%	-1%	x	-9
